ssDAF-12 act = activates DAF-12 receptor from parasite S. stercoralis; HEK293 ssDAF-12/GRIP1 lit1-tk-luc reporter, luminescence; % of 3 µM dafachronic acid response; activation, % at 6.8 µM; 370,000 compounds, 1% hits;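 active means activation above the mean over all tested compounds plus 3 SD, cut at about 0.9% in these data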;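 further: 0% = DMSO-only wells and 100% = 3 µM delta7-dafachronic acid wells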
FXN GAA850 act = activators of GAA850 frataxin (FXN) promoter | 360,000 compounds, 0.56% hits | HEK293 lucGAA850 FXN promoter luciferase reporter, 24 h; percent of 10 µM SAHA response | AID 540364 | activation, % at 6 µM;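 active means activation above the average of all compounds screened plus 3 SD, cutoff fixed separately per campaign, cut at about 7.5% in these data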;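 further: 0% = DMSO wells and 100% = 10 µM SAHA wells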
ADAM10 inh = ADAM10 inhibition, QFRET primary screen; AID 720582; 370,000 compounds, 0.62% hits; recombinant ADAM10, EDANS/DABCYL FRET peptide cleavage, 3 h; O14672; inhibition, % at 7 µM;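 active means inhibition above a per-campaign cutoff equal to the mean of compounds falling between control-based bounds plus 3 SD, cut at about 20% in these data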;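 further: 0% = DMSO wells while the 100% control is not disclosed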
PLC-gamma1 inh = PLC-gamma1 (human) inhibition, primary screen | inhibition, % at 12.2 µM | purified PLC-gamma1, fluorogenic substrate, fluorescence | 370,000 compounds, 0.84% hits | P19174 | AID 720700; in the data active means inhibition above about 9.5%
Target sequence (P19174 whole entry, looked up): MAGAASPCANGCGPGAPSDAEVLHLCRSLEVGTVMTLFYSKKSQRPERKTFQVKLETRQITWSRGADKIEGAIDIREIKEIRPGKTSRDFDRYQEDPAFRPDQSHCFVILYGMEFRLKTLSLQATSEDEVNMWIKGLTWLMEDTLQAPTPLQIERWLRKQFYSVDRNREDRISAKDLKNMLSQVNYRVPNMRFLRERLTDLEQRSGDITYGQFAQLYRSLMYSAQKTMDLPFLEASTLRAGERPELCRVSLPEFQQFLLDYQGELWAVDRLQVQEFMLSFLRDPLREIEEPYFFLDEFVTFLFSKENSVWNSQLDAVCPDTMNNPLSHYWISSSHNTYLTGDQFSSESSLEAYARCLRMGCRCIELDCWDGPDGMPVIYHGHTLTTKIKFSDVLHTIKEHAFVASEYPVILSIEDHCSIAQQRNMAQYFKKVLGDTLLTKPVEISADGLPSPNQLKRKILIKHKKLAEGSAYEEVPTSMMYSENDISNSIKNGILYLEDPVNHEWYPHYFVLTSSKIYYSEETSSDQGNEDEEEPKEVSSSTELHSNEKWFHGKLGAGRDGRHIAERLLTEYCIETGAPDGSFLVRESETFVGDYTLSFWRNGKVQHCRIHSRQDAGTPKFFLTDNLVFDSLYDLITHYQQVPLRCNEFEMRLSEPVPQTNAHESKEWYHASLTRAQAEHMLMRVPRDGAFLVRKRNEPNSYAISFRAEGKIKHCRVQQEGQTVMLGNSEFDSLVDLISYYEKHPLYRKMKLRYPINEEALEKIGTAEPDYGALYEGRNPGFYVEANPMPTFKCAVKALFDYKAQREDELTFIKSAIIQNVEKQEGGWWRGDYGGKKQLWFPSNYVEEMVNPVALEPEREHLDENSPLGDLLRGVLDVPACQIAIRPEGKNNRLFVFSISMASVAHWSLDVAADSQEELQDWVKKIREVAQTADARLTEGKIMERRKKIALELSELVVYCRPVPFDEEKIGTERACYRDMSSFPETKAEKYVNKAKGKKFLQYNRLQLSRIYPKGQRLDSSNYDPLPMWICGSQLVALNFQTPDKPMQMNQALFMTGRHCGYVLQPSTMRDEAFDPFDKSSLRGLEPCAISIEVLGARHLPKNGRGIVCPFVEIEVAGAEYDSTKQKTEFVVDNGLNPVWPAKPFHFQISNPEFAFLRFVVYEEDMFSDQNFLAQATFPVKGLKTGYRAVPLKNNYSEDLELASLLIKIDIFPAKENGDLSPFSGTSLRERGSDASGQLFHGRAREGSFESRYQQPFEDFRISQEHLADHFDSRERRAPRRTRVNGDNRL
DAX1 inh-1 = inhibitors of DAX1 repression of SF-1 activated StAR promoter; 370,000 compounds, 1.1% hits; inhibition, % at 6.8 µM; HEK293T StAR-luciferase reporter, SF-1/DAX-1 repression relief; AID 652010;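 active means inhibition above the mean over all tested compounds plus 3 SD, cut at about 3.6% in these data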;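 further: 0% = DAX-1 cells with DMSO and 100% = cells lacking DAX-1 with DMSO; higher inhibition means more luminescence from relief of DAX-1 repression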
PLCb3 inh = inhibitors of human phospholipase C beta3; Q01970; Purified PLC-beta3, fluorogenic substrate, fluorescence; inhibition, % at 12.2 µM; 370,000 compounds, 0.18% hits; in the data active means inhibition above about 11%;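 further: 0% = median of compound wells on plate and 100% = full blocker control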
DAX1 inh-2 = inhibitors of human orphan nuclear receptor DAX1 (NR0B1) | P51843 | HEK293 Gal4-DAX1 luciferase reporter, luminescence | inhibition, % at 6.75 µM | 340,000 compounds, 0.99% hits | AID 504766;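 active means inhibition above the mean over all tested compounds plus 3 SD, cut at about 4.2% in these data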;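 further: 0% = DAX1-transfected cells with DMSO and 100% = empty-vector control cells with DMSO; inhibition shows as a rise in luminescence from relieved DAX1 repression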
hcDAF12 agonist = activates DAF-12 receptor from parasite H. contortus. HEK293 hcDAF-12 lit1-tk-luc reporter, luminescence; 0% DMSO, 100% Δ7-dafachronic acid. activation, % at 6.8 µM. 370,000 compounds, 1.4% hits. AID 652067;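 active means activation above the mean of all tested compounds plus 3 SD, cut at about 5.5% in these data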;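 further: 100% = response to 3 µM Δ7-dafachronic acid high control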
ADAM17 inh = ADAM17 inhibition, QFRET primary screen; inhibition, % at 6.95 µM; P78536; 370,000 compounds, 0.83% hits; recombinant ADAM17, EDANS/DABCYL FRET peptide cleavage;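 active means inhibition above the mean of compounds lying between control limits plus 3 SD, set per campaign, cut at about 8.5% in these data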;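 further: 0% = DMSO-only wells as the low control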
sPLA2-III inh = Blocks human group III sPLA2 activity. Q9NZ20. QFRET BODIPY PC-A2 liposome hydrolysis, fluorescence. inhibition, % at 12.2 µM. 370,000 compounds, 0.56% hits. AID 743126;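 active means inhibition above mean plus 3 SD of compounds lying within the high and low control bounds, cut at about 19% in these data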;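 further: 0% = median of test compound wells and 100% = no enzyme DMSO wells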
hgDAF-12 ag = activates the H. glycines DAF-12 receptor ligand-binding domain; 370,000 compounds, 1.8% hits; AID 687014; HEK293 GAL4-hgDAF12 UAS-luciferase reporter, agonist luminescence; normalized to butyrate control; activation, % at 6.8 µM;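 active means activation above a cutoff set at the mean of all screened compounds plus 3 SD, cut at about 10% in these data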;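 further: 0% = DMSO wells and 100% = sodium butyrate wells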
Active calls of the source: *; i = inactive; . = not tested or not shown.

SMILES	ssDAF-12 act	FXN GAA850 act	ADAM10 inh	PLC-gamma1 inh	DAX1 inh-1	PLCb3 inh	DAX1 inh-2	hcDAF12 agonist	ADAM17 inh	sPLA2-III inh	hgDAF-12 ag
Nc1cccc(CP(=O)(c2ccccc2)c2ccccc2)c1	-0.1	2.0	-8	-2	0.0	3	1.1	-0.3	0	7	1.6
C/C(CC(=O)Nc1ccc(Cl)cc1C(F)(F)F)=N\NC(N)=S	-1.5	-0.2	-7	-6	-0.6	-13	.	-0.2	-2	13	-0.6
O=C(NCc1cccnc1)C1CCN(c2ccc(S(=O)(=O)N3CCOCC3)cc2Cl)CC1	-1.6	-1.6	10	-2	-0.9	1	-1.1	-2.3	-1	-3	-1.5
CN(C)S(=O)(=O)c1cc(C(=O)Nc2ccn(C)n2)c(Cl)cc1Cl	-1.2	1.9	-3	1	-0.8	-5	0.0	-0.5	1	0	-1.5
COc1ccc(N2C(=O)C3CCCN3C2c2cccc(C)c2)cc1Cl (configuration not stated)	-0.8	-1.6	2	-1	-0.2	0	0.9	-1.9	-3	0	1.1
O=C(COc1ccccc1Cl)Nc1ccccc1C(=O)Nc1cccc(C(=O)O)c1	-0.6	3.8	0	1	0.5	-8	0.0	0.3	-1	-12	3.3
O=C(CSc1nnnn1-c1ccccc1)N1CCc2ccccc2C1	-0.8	1.7	-4	0	0.0	1	0.7	-1.5	-5	3	1.2
C=CCn1c(SCc2ccccc2C#N)nnc1-c1cc(Br)ccc1O	-1.6	-4.3	9	0	-0.7	3	-0.7	-1.8	-1	-21	-2.9
CN(C)Cc1nc2ccccc2c(=O)n1CC(=O)Nc1cccc(S(=O)(=O)N2CCOCC2)c1	-1.7	1.2	0	-1	-0.4	0	-0.6	0.3	0	-1	4.0
Cc1nn2c(CN(C(=O)COc3ccccc3)c3ccccc3)nnc2c2ccccc12	-1.0	-1.9	-5	0	0.9	-3	-3.0	0.0	-5	14	0.4
O=C(NCc1ccccc1Cl)[C@H]1CCCN1C(=O)[C@H]1CCCN1C(=O)c1cccc2ccccc12	-1.2	.	-4	1	-1.9	1	.	-0.6	-3	0	-3.4
Cc1cnc(NC(=O)c2ccncc2)s1	0.3	4.0	-1	11*	2.3	-5	0.5	4.6	-8	11	9.4
c1ccc2c(c1)oc1c(Nc3ccc4c(c3)OCO4)ncnc12	-0.5	6.7	-3	-26	1.9	-30	1.6	1.6	-4	4	12*
C=CCn1c(SCC(N)=O)nnc1-c1cccc(Br)c1	-1.0	0.5	0	2	0.1	3	1.9	-0.8	-1	3	0.3
O=C(NCc1ccc(F)cc1)c1cccc2c1C(=O)c1ccc(Cl)cc1S2(=O)=O	-0.9	.	4	5	-0.3	-1	.	-0.8	2	-1	0.5
COc1ccc(S(=O)(=O)N(C)Cc2cccs2)cc1Br	-1.2	2.9	13	6	0.1	3	-1.4	0.8	4	2	0.3
COc1ccc(Br)cc1S(=O)(=O)n1nc(C)cc1C	-1.6	1.5	2	1	0.0	-4	-0.5	-1.5	-3	-5	-0.6
COc1cccc(CNC(=O)[C@H]2CCCN2C(=O)[C@H]2CCCN2C(=O)C2CCCCC2)c1	-1.0	.	5	2	-1.5	3	.	0.5	1	0	-1.2
O=C1CCCc2c1cc(C(=O)NCc1ccco1)c(=O)n2-c1ccccc1	-1.4	1.9	-3	0	-0.4	0	0.8	-0.6	-6	-4	-2.3
Cc1ccc(S(=O)(=O)Oc2ccccc2/C=N/NC(=O)c2nn(C)cc2[N+](=O)[O-])cc1	-0.9	-3.0	6	1	-0.2	-1	-1.4	-0.8	4	-5	3.6
COc1ccc(CC(=O)Nc2nc(-c3ccc(F)c(F)c3)cs2)cc1	-1.4	0.0	7	-3	-0.6	-2	1.7	-4.2	6	-8	-2.7
COC(=O)c1ccccc1NC(=O)c1noc2c1CC(C(C)(C)C)CC2 (configuration not stated)	-0.7	-2.3	1	0	-0.1	4	0.4	-0.5	-5	6	-0.2
c1nc(NCCN2CCOCC2)c2c3c(sc2n1)CCCCC3	-1.0	0.5	-5	1	0.3	-1	0.9	-1.2	-4	3	0.2
O=C(CN1C(=O)NC2(CCCCC2)C1=O)N1CCOCC1	-1.5	1.0	-4	3	1.2	-4	0.0	0.4	0	6	0.3
CCOC(=O)c1c(C)n(O)c2ccc(Cl)cc2c1=O	-0.7	1.2	-88	i	0.1	i	-0.6	-0.1	-25	11	-1.7
COc1cccc(C2CC(=O)Nc3cc4c(cc32)CCC4)c1 (configuration not stated)	-2.4	-5.1	15	6	-4.0	-4	-3.3	-1.2	3	-3	-3.6
C=CCN1C(=O)CC(C(=O)NC)SC1=Nc1ccc(C(=O)OCC)cc1 (configuration not stated)	-1.3	0.9	-11	1	0.1	0	-0.4	0.2	-2	-7	-0.8
C/C(=N\NC(=O)CN(c1ccc(C)cc1)S(C)(=O)=O)c1cccs1	-1.0	-0.2	4	1	0.1	4	-0.4	-1.3	1	-10	0.3
CN(C)N=Nc1ccc(-c2cn(Cc3ccccc3)cn2)cc1	1.0*	3.6	12	0	1.2	-14	1.9	1.8	1	0	10
CC(C)C[C@@H](CN1CCC[C@@H]1CN1C(=S)NC[C@@H]1Cc1ccccc1)N1C[C@H](Cc2ccc(O)cc2)N(CCc2ccccc2)C1=S	-0.6	.	-15	2	-0.4	0	.	1.6	1	4	2.4
CCCc1nnc(NC(=O)CCC(=O)NCc2ccc(OC)cc2)s1	-1.4	-1.3	2	4	0.1	-5	0.6	1.3	0	0	1.9
O=C(CCc1nc2ccccc2c(=O)[nH]1)N1CCN(c2ccc(F)cc2)CC1	-1.0	1.9	3	-1	0.2	-3	0.0	0.3	1	0	2.5
Cc1ccc(CNC(=O)CN2NS(=O)(=O)c3ccccc3C2=O)cc1	-0.9	-0.3	-17	-2	0.9	0	1.5	-0.6	-2	-1	1.1
COc1ccc(Br)cc1CN1CCCC(C(=O)N2CCCCCC2)C1 (configuration not stated)	-1.4	-0.7	-12	3	-1.1	4	-0.3	-1.9	-5	6	-1.0
Cc1nc2ccc(C(=O)OCc3ccccc3Br)cc2nc1C	0.7	2.7	-2	0	0.4	3	0.4	3.6	-5	3	0.3
COc1cc(NC(=O)C2(C)CCN2C(=O)C(C)C)cc(OC)c1OC (configuration not stated)	-1.2	0.2	-8	-1	0.4	1	.	-0.1	0	1	2.8
COc1ccc(C(C)(O)c2nc(-c3cccc(C(C)C)c3)cs2)cc1 (configuration not stated)	-0.5	-0.3	6	-1	-0.1	0	.	-1.1	5	-20	0.0
NC(=O)C1=C[C@@H](c2ccccc2)C[C@@H](OCCCCO)O1	-1.5	1.1	-9	-2	0.4	-10	-0.5	-0.6	-7	5	-0.7
O=C(NCc1ccc(F)cc1)C1CCN(S(=O)(=O)c2cccnc2)CC1	-1.1	1.8	0	0	-0.2	-7	0.3	2.0	-1	2	0.1
COc1c(Br)cc2c(C)c(C(=O)O)oc2c1Br	-0.5	-0.8	6	-7	-0.9	-4	0.9	2.3	3	-3	1.6
O=C(N/N=C/c1ccc(OCc2ccccc2)cc1)c1cccs1	-0.8	2.5	-7	-3	0.7	-18	1.9	1.9	1	4	8.8
Fc1cccc(/C=N/Nc2ccc3ccccc3n2)c1	1.7*	3.0	-4	-1	6.7*	-3	2.9	12*	-4	20*	21*
N#CC1=C(N)Oc2n[nH]c(-c3cccs3)c2C1c1ccccc1C(=O)O (configuration not stated)	-0.8	-0.8	-2	-17	0.5	-53	-0.6	1.9	-4	-5	-1.9
CC(C)Cn1c(-c2ccc(F)cc2)n[nH]c1=S	-1.6	-1.8	0	2	0.0	2	0.1	-1.1	0	19	-2.0
CCOC(=O)C1CCN(C(=O)C(CCSC)NC(=O)c2ccccc2OC)CC1 (configuration not stated)	-0.5	-0.2	0	6	-1.5	3	0.2	-1.7	0	3	3.4
O=C(/C=C/NCC(=O)c1ccccc1)c1ccc(Br)cc1	-0.2	-0.4	4	-5	0.4	-10	-0.6	3.4	1	-6	7.5
O=S(=O)(NCC1CCCO1)c1ccc(Oc2ccccc2)cc1 (configuration not stated)	-1.8	0.2	-3	2	-1.3	-4	0.0	-1.9	5	2	-3.7
CN1CCN(C(=O)/C(=C/c2cn(C)c3ccccc23)NC(=O)c2ccccc2)CC1	-0.7	-1.0	-4	-7	-0.3	-16	0.0	0.8	-5	-2	-1.6
CCOC(=O)c1sc(NC(=O)C2CCC2)cc1C	-1.1	4.1	2	-2	0.5	1	-1.1	1.3	4	-2	9.7
COc1ccccc1NC(=O)c1oc2ccccc2c1C	2.2*	3.2	-7	-10	-0.7	-13	3.0	7.0*	-1	-2	8.9

The listing continues.
SMILES	ssDAF-12 act	FXN GAA850 act	ADAM10 inh	PLC-gamma1 inh	DAX1 inh-1	PLCb3 inh	DAX1 inh-2	hcDAF12 agonist	ADAM17 inh	sPLA2-III inh	hgDAF-12 ag
COc1ccc(-c2cc3ccc(OCC(C)=O)cc3oc2=O)cc1	-0.1	3.7	i	i	9.8*	i	2.9	5.8*	-435	-5	11*
CCn1cc(C(=O)N2CCCC(CO)(Cc3ccccc3C)C2)cn1 (configuration not stated)	-1.3	0.1	-7	1	-0.4	-2	1.4	0.3	-4	-1	2.9
Cc1cc(=O)oc2cc(OCC(=O)N3CCN(c4ccc(F)cc4)CC3)c(Cl)cc12	-0.8	0.7	-11	-1	-0.2	-7	0.6	1.4	-3	0	0.5
O=C(ON=C1CCN(S(=O)(=O)c2ccccc2)CC1)c1cccc(Cl)c1	-1.1	-0.5	-9	2	-1.0	2	0.2	-1.8	-1	-3	-0.4
CN(C)CCCOc1ccc(-c2ccc3nncn3c2)cn1	-1.4	-0.4	-7	0	0.6	-3	.	-1.4	-2	7	3.3
CCOC(=O)c1sc(N)c(C#N)c1CSc1nnc(C2CC2)n1N	-1.7	-1.6	3	-1	0.4	-2	1.7	0.3	-4	4	-0.7
O=S(=O)(c1ccc(Cl)nc1)N1CCN(Cc2ccc3c(c2)OCO3)CC1	-1.1	-2.7	-6	0	0.1	0	2.3	-2.4	-4	-2	11*
O=[N+]([O-])c1ccccc1/C=N/N1CCN(Cc2ccccc2)CC1	-1.2	4.1	-2	2	-0.6	-3	1.2	2.4	-2	5	7.5
O=C(CCC1CCCC1)Nc1ccc(OCC(=O)N2CCOCC2)cc1	-1.1	2.4	0	3	0.6	3	2.5	-0.8	-6	1	2.2
Fc1ccc(-c2csc(-c3ccc(C4SCCS4)cc3)n2)cc1F	-1.4	-1.0	-2	0	0.3	-10	1.6	-1.1	-5	6	-0.1

Compound profiles, as listed above. Screens in order: ssDAF-12 act	FXN GAA850 act	ADAM10 inh	PLC-gamma1 inh	DAX1 inh-1	PLCb3 inh	DAX1 inh-2	hcDAF12 agonist	ADAM17 inh	sPLA2-III inh	hgDAF-12 ag
`COc1ccc(-c2cc3ccc(OCC(C)=O)cc3oc2=O)cc1` is entered as -0.1	3.7	i	i	9.8*	i	2.9	5.8*	-435	-5	11*
`Fc1ccc(-c2csc(-c3ccc(C4SCCS4)cc3)n2)cc1F` is entered as -1.4	-1.0	-2	0	0.3	-10	1.6	-1.1	-5	6	-0.1

Source: PubChem
